Assay outcomes (PubChem)
FAS TE block: FAS thioesterase domain inhibitors, primary screen, biochemical, fluorescence intensity, uHTS; recombinant FAS-TE, OMFH fluorogenic substrate, fluorescence endpoint; inhibition, % at 15 µM; 0.67% of 360,000 active;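 active means compounds whose normalised, plate-corrected inhibition of enzyme fluorescence in the single-dose primary screen is 50% or more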;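 further: 0% = DMSO with enzyme and 100% = substrate without enzyme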
MsrA inhibitor: bovine MsrA enzyme inhibitors, primary screen, biochemical, absorbance, HTS. purified bovine MsrA, absorbance read-out. inhibition, % at 15.5 µM. 0.75% of 360,000 active. AID 651718, 2012; in the data active means inhibition above about 4.5%;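 further: 0% = vehicle wells with enzyme and 100% = reference inhibitor wells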
bovine MsrA act: bovine MsrA enzyme activators, primary screen, biochemical, absorbance, HTS; activation, % at 10.6 µM; 0.3% of 360,000 active; purified bovine MsrA, absorbance read-out; in the data active means activation above about 7.5%;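 further: 0% = vehicle and 100% = reference activator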
Rin1 Abl inh: inhibitors of Rin1-Abl protein binding, primary screen, biochemical, TR-FRET | Tyrosine-protein kinase ABL1 (Homo sapiens) + Ras and Rab interactor 1 (Homo sapiens), … | inhibition, % at 7.35 µM | 0.4% of 360,000 active; in the data active means inhibition above about 5%, passing the limit was not always enough
PABP1 MLLE inh: inhibitors of PABP1 MLLE–PAM2 peptide binding, primary screen, biochemical, fluorescence polarization, FITC-PAM2, GST-MLLE. AID 588489, 2011. inhibition, % at 20 µM. Polyadenylate-binding protein 1 (Homo sapiens), P11940. 0.36% of 360,000 active; in the data active means inhibition above about 35%, passing the limit was not always enough;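 further: plate controls were DMSO wells with GST-MLLE for no effect and wells lacking GST-MLLE protein for full effect; some results filed as inactive read as strong as hits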
E coli Lon inh: inhibitors of E. coli Lon protease, primary screen, biochemical, fluorescence polarization; 0.42% of 360,000 active; inhibition, % at 7.94 µM; purified E. coli Lon protease; P0A9M0; in the data active means inhibition above about 13%, passing the limit was not always enough;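 further: 0% = enzyme with probe and DMSO and 100% = no enzyme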
Target sequence (P0A9M0 whole entry, looked up): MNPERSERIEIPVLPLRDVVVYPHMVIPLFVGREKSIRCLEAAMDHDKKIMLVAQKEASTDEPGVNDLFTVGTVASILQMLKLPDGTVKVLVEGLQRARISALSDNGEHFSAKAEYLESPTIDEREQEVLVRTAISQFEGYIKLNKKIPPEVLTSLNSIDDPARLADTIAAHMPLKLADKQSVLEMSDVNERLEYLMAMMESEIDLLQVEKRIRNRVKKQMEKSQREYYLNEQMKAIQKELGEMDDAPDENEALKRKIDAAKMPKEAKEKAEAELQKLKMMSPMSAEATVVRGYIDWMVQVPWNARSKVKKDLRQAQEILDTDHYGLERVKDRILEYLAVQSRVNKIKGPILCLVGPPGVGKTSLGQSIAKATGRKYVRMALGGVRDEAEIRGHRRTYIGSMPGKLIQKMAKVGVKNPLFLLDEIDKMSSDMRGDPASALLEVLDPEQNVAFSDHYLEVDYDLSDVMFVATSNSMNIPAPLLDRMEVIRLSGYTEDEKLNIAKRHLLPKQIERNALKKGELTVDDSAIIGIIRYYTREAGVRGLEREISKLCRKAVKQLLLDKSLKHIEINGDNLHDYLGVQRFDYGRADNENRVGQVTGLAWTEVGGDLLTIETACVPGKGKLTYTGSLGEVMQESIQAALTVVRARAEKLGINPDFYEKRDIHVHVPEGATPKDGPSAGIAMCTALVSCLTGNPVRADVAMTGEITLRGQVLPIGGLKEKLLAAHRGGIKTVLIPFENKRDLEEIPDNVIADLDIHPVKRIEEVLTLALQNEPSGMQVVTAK
TbMetRS inhib: T. brucei MetRS inhibitors, primary screen, biochemical, luminescence. purified T. brucei MetRS, ATP depletion, Kinase-Glo luminescence. 0.4% of 360,000 active. methionyl-tRNA synthetase (Trypanosoma brucei brucei). inhibition, % at 11.9 µM;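 active means inhibition above a per-plate cutoff of the control wells' mean inhibition plus 3 SD, cut at about 5.5% in these data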;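 further: 0% = DMSO wells median and 100% = median of wells with control inhibitor compound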
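Dosing: 11.9 µM single point; system: parasite MetRS enzyme; technique: luminescence of leftover ATP; times: 15 min enzyme-compound preincubation, 2 h reaction, 10 min detection, 25 °C; replicates: each compound tested once; read-out basis: percent inhibition relative to median high and low control wells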
CSN inh: inhibitors of CSN-mediated cullin deneddylation, primary screen, biochemical, fluorescence polarization, uHTS; COP9 signalosome complex subunit 5 (Homo sapiens), Q92905; Purified CSN, SCF-Nedd8-OG deneddylation; AID 651999, 2013; inhibition, % at 12.5 µM; 0.38% of 360,000 active;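 active means pattern-corrected inhibition above about 35%, with an unprinted fluorescence ratio check between 0.5 and 1.5, limit read from the data, passing the limit was not always enough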;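 further: 0% = enzyme with substrate and 100% = substrate without enzyme; some results filed as inactive read as strong as hits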
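Test system: purified human Csn5 enzyme expressed in HEK293T cells. Amount: 0.24 nM enzyme. Reagent: SCFSkp2-Nedd8OG substrate at 10 nM final. Schedule: 90 min incubation of compound, enzyme and substrate at room temperature. Detection: fluorescence polarization. Read-out: % inhibition of substrate cleavage by Csn5.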
Neddylation inh: inhibitors of cullin neddylation, primary screen, biochemical, TR-FRET, uHTS, NAE and Ubc12; 0.58% of 360,000 active; NEDD8-conjugating enzyme Ubc12 (Homo sapiens) + NEDD8-activating enzyme E1 regulatory …; calls only at 25 µM; in the data active means inhibition above about 36%
The depositor's hits bear a star; i = inactive; . = not tested or not shown.

SMILES	FAS TE block	MsrA inhibitor	bovine MsrA act	Rin1 Abl inh	PABP1 MLLE inh	E coli Lon inh	TbMetRS inhib	CSN inh	Neddylation inh
CCCCC(=O)NC(=S)Nc1c(C)cc(Br)cc1C	10	0.8	2	4	24	-3	-0.4	4	i
COc1cnc(-c2ccccn2)nc1Sc1ccc(F)cc1	0	0.2	-5	4	5	-6	-1.4	-2	i
COc1ccc(C2=NOC(Cn3c(Cc4ccc(Cl)cc4)nc4c3c(=O)n(C)c(=O)n4C)C2)cc1 (configuration not stated)	29	2.2	-4	-2	-5	-9	-0.8	1	i
CC1CCCN(S(=O)(=O)c2ccc(S(=O)(=O)N3CCCN(Cc4ccccc4)C3)cc2)C1 (configuration not stated)	0	-0.4	-3	-3	4	4	0.6	-11	i
Cc1ccccc1NS(=O)(=O)c1nnc(NC(=O)c2ccccc2C)s1	-3	0.3	-8	-1	-10	-7	-0.4	-2	i
CC(=O)C1=CCC(c2ccc(C)cc2)N(S(=O)(=O)c2ccc(C)cc2)C1 (configuration not stated)	11	1.1	-5	4	7	-2	-0.9	2	i
CCN(CC(=O)Nc1ccccc1C(F)(F)F)C(=O)c1oc2ccc(OC)cc2c1C	7	1.7	-3	2	0	-9	-0.5	2	i
COCCN(CCOC)C(=O)COC(=O)c1ccc(Cl)c(S(=O)(=O)N(C)c2ccccc2)c1	0	-0.6	-4	-1	-1	0	-0.4	-7	i
O=C(NCC1CCCO1)c1csc2c1CCCC2 (configuration not stated)	-7	-0.9	-2	2	-23	-1	-0.6	-2	i
COc1ccc2cc(CCNC(=O)c3cccc([N+](=O)[O-])c3)c(=O)[nH]c2c1	16	3.1	-3	-6	-9	-8	0.3	-6	i
CC(C)n1c(NCc2ccccc2O)nc2ccccc21	3	0.4	-3	0	-2	0	0.2	5	i
CCn1nc(C(=O)NCC(c2cccs2)N2CCOCC2)c2ccccc2c1=O (configuration not stated)	-6	-0.4	-11	0	0	-5	0.0	-1	i
Cc1cc(C)nc(N/N=C/c2cccc([N+](=O)[O-])c2)n1	-3	1.4	10*	-3	-11	8	0.0	-2	i
O=C1CCC(C(=O)OCc2c(Cl)cccc2Cl)N1 (configuration not stated)	-4	-1.5	0	-1	3	-1	-0.2	0	i
COc1cc(CN2CCNC(=O)C2CC(=O)NCc2csc(C(C)C)n2)cc(OC)c1 (configuration not stated)	-5	0.5	-4	-2	3	5	-0.6	-7	i
C=CCNC(=O)/C(C#N)=C/c1c(C)nn(-c2ccccc2)c1Cl	22	0.8	-9	5	4	3	-0.1	7	i
O=C1N2CCCc3cccc(c32)C12Nc1ccccc1S2 (configuration not stated)	-2	0.4	-3	-5	20	0	-0.2	1	i
CN(C)CCNC(=O)C1(C)Cc2c(-c3cccc(C(F)(F)F)c3)ccnc2O1 (configuration not stated)	-9	-1.8	-5	-1	6	0	0.3	5	i
Cc1cc(N2CCCC2=O)ccc1S(=O)(=O)N1CCOCC1	0	-0.7	0	0	1	-8	-0.5	0	i
COc1ccccc1CCN1CCCC(CN(C)Cc2ccc(OCCO)cc2)C1 (configuration not stated)	-1	-0.8	-5	-1	-3	0	-1.2	3	i

Arranged by count of non-hydrogen atoms (largest number first): 5 of the compounds above
SMILES	FAS TE block	MsrA inhibitor	bovine MsrA act	Rin1 Abl inh	PABP1 MLLE inh	E coli Lon inh	TbMetRS inhib	CSN inh	Neddylation inh
CC1CCCN(S(=O)(=O)c2ccc(S(=O)(=O)N3CCCN(Cc4ccccc4)C3)cc2)C1 (configuration not stated)	0	-0.4	-3	-3	4	4	0.6	-11	i
C=CCNC(=O)/C(C#N)=C/c1c(C)nn(-c2ccccc2)c1Cl	22	0.8	-9	5	4	3	-0.1	7	i
COc1cnc(-c2ccccn2)nc1Sc1ccc(F)cc1	0	0.2	-5	4	5	-6	-1.4	-2	i
CC(C)n1c(NCc2ccccc2O)nc2ccccc21	3	0.4	-3	0	-2	0	0.2	5	i
O=C(NCC1CCCO1)c1csc2c1CCCC2 (configuration not stated)	-7	-0.9	-2	2	-23	-1	-0.6	-2	i

The list continues:
SMILES	FAS TE block	MsrA inhibitor	bovine MsrA act	Rin1 Abl inh	PABP1 MLLE inh	E coli Lon inh	TbMetRS inhib	CSN inh	Neddylation inh
CCCCNc1nnc(SCC(=O)c2c(N)n(CCC)c(=O)[nH]c2=O)s1	-4	-1.2	-4	1	6	6	-0.4	-1	i
Cc1cc(C)cc(-n2ncc3c2CCCC3NC(=O)c2csnn2)c1 (configuration not stated)	0	-0.6	-4	1	0	-16	-0.4	-1	i
O=C(NC1CCCCC1)c1cccs1	-16	0.6	-11	-1	1	5	-1.6	-3	i
COCCCNc1nc2ccccc2nc1NS(=O)(=O)c1ccc(C)cc1C	1	2.3	-3	-5	1	3	-0.3	7	.
Cc1nc(CNC(=O)CC2C(=O)NCCN2Cc2ccc(F)cc2)cs1 (configuration not stated)	-4	-0.1	-1	-2	13	-1	-0.2	0	i
CC(C)n1cc(C#N)c(N)n1	-6	-1.2	0	3	8	-3	0.1	0	i
Cc1ccc(NC(=O)N2CCOCC2)c(C)c1	-6	0.1	-8	0	0	-3	-0.5	2	i
CCCC1CCC(C(=O)n2nc(N)c3cc4ccc(OC)cc4nc32)CC1 (configuration not stated)	-2	0.3	-1	1	-12	-5	0.0	3	i
COC(=O)C1=NN(C(C)=O)C2(CC(=O)N(c3cccc(C)c3)C2=O)C1 (configuration not stated)	-3	-0.6	-4	1	-9	-2	-0.4	2	i
CC1(c2ccccc2Cl)NC(=O)N(CC(=O)N2c3ccccc3NC(=O)C2(C)C)C1=O (configuration not stated)	-5	-0.6	-4	0	-27	-8	-0.1	5	i
Cc1ccccc1OC(C)C(=O)NCc1cccnc1 (configuration not stated)	-6	-0.3	-4	0	10	6	-0.3	-5	i
Cc1csc(NC(=O)c2ccc(Br)s2)n1	-5	2.5	-3	-1	6	-1	-0.3	4	i
CCOc1ccc(NC(=S)NCC(c2cccnc2)N2CCOCC2)cc1 (configuration not stated)	-5	-1.2	-4	1	-13	4	-0.3	0	i
NS(=O)(=O)c1cccc(-n2cnnn2)c1	-6	-1.8	-4	-6	-8	-11	-0.2	5	i
CCn1c(C)nc2cc(C(=O)NNC(=S)NC(=O)c3ccc(OC)cc3)ccc21	-7	1.0	-7	-1	-3	-5	-0.6	-1	i
O=C(O)CCC(=O)Nc1ccc(N2CCCCC2)c(C(=O)O)c1	-3	0.3	-1	0	3	-4	-0.2	3	i
COc1ccccc1NC(=O)Cc1noc(CSc2cccc[n+]2[O-])n1	-4	0.3	-1	1	-16	0	-0.1	1	i
O=[N+]([O-])c1nn(-c2ccccc2)n(O)c1=NCc1ccc2c(c1)OCO2	-4	1.5	-3	0	1	-1	-0.5	0	i
CC1=CC2=NC(=O)/C(=C\c3cccn3CCOc3cccc(C)c3)C(=N)N2O1	28	-0.1	-5	-4	3	13	-0.6	-6	i
COc1ccccc1-n1c(SCC(=O)N2CCCCC2)nnc1-c1ccccc1O	-1	0.1	-1	2	-5	2	-0.1	-6	i
CCOC(=O)C1CCCN(CCC(=O)Nc2ccc(C)cc2)C1 (configuration not stated)	0	-0.9	-3	-1	-1	-2	-0.3	7	i
CC(C)(C)NC(=O)Cn1nnc(-c2cccs2)n1	1	-0.7	-3	-1	12	-2	-0.8	0	i
CN(C)CCNC(=O)c1cc2ccccc2oc1=O	-6	2.9	-7	0	0	-8	-1.6	1	i
CC(=O)C1=C(O)C(=O)N(CO)C1c1ccccc1F (configuration not stated)	-8	1.2	-4	3	-10	-5	0.4	7	i
COc1ccc(N2C(=O)CCC(C(=O)NCc3ccccn3)C2c2ccc(F)cc2)cc1 (configuration not stated)	-4	0.6	-3	1	-3	6	-0.3	1	i
NC(=S)N(c1ccccc1)c1ccccc1	-6	-0.1	-3	-3	11	-8	-0.5	2	i
Cc1ccc(S(=O)(=O)CCSc2nccn2C)cc1	-4	-1.3	-3	0	-132	10	-0.7	-1	i
Cc1cccc(-c2nc(-c3ccncc3)no2)c1	-1	1.1	2	-1	3	-4	-1.2	2	i
O=c1c2ccccc2[nH]c2ccc(F)cc12	-1	-0.7	-4	-5	7	-3	2.5	-6	.
O=C(NCC(c1cccs1)N1CCOCC1)c1cc(-c2ccc(F)cc2)nc2ccccc12 (configuration not stated)	19	1.8	-2	-2	-7	4	-0.5	3	i
O=C(O)c1ccc(NC2CC(=O)N(Cc3ccccc3)C2=O)cc1 (configuration not stated)	-12	-0.4	-3	-1	-2	-4	-0.2	-1	i
CC1CCCCC1NC(=O)CSc1ccc([N+](=O)[O-])cc1 (configuration not stated)	33	1.1	-4	0	0	-11	-0.5	2	i
CNc1cccc(-c2c(OC)cccc2OC)n1	-3	0.8	1	1	-14	-1	-0.3	4	i
NS(=O)(=O)c1ccc(NNC(=O)c2ccc(F)cc2F)cc1	-4	-0.4	-8	0	-5	1	-0.9	-3	i
Nc1c2c(nc3ccccc13)N(C1CCCCC1)CC2	-5	0.9	-3	-2	-20	-5	-0.7	1	i
Cc1cc(N2CCN(C)CC2)nc2ccc(NC(=S)NCCCN3CCN(C)CC3)cc12	-7	2.2	-3	-4	28	7	-0.4	-2	i
CCCN1CCN(CCCNC(=O)c2cc3c(s2)-c2c(C)cccc2OC3)CC1	-4	2.0	-1	-4	-10	7	-0.2	-1	i
Cc1ccc(CC2SC(N)=NC2=O)cc1 (configuration not stated)	-1	-0.1	0	-1	2	4	-0.3	-7	i
C[C@]12C(=O)N(c3ccc(F)cc3)C(=O)N1[C@H]1c3ccccc3OC[C@@H]1[C@H]2c1ccccc1	89*	-0.4	-2	3	-2	-12	0.0	-3	i
COC(=O)C1CN(C(=O)c2cccc(OC(F)F)c2)c2ccccc2O1 (configuration not stated)	0	2.7	-5	3	4	-13	-0.9	3	i
O=C(CSc1nnc(-c2ccncc2)o1)NCc1ccc(Cl)cc1	-5	0.8	-6	1	-21	0	-0.7	-2	i
NC(=Nc1c([N+](=O)[O-])cnc2ccccc12)N1CCOCC1	-3	0.6	-9	-4	5	-8	-1.3	-1	i
Cc1cc(/C([O-])=C(/C(=S)Nc2ccc(F)cc2)[n+]2ccccc2)c(C)n1-c1ccc(F)cc1	1	0.1	-15	-2	-23	-1	-1.0	7	i
CC(OC(=O)c1ccc(Cl)nc1)C(=O)Nc1ccc(S(=O)(=O)N2CCCC2)cc1 (configuration not stated)	-2	-0.3	1	3	-6	-5	-0.3	-4	i
CCc1ccccc1NC(=O)CN1CCN(C(=O)c2ccc(OCc3cn4ccccc4n3)cc2)CC1	-5	0.0	0	-3	4	-2	-0.4	7	i
CC(C)Oc1ccc(S(=O)(=O)N2CCOCC2)cc1NC(=O)CSC(=S)N1CCCC1	20	-1.4	-2	2	8	2	0.3	2	i
O=C(C1=C(O)C(=O)N(CCN2CCOCC2)C1c1ccc(Br)cc1)c1cc2ccccc2o1 (configuration not stated)	17	0.7	-4	-1	7	-14	1.0	2	i
